Tat export inh: E. coli Tat export inhibitors, primary screen, MC4100, TorA-mCherry reporter, fluorescence, single point | 340,000 compounds, 0.036% hits | inhibition, % at 10 µM | AID 488895, 2010;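 active means mean replicate inhibition at least 50% and at least half of replicates individually reaching 50%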;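 further: exported cargo escapes ClpAP degradation while cytoplasmic cargo is degraded and loses fluorescence; 0% = median of neutral control wells and 100% = median of NaSCN control wells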
OPRM1-OPRD1 inv: inverse agonists of MOR-DOR heterodimerization, primary screen, cell-based, luminescence. inhibition, % at 9.3 µM. 340,000 compounds, 0.21% hits. cell-based MOR-DOR heterodimer luminescence, inverse agonism. Mu-type opioid receptor (Homo sapiens) + Delta-type opioid receptor (Homo sapiens), …; in the data active means inhibition above about 22%, passing the limit was not always enough;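 further: 0% = cells with DMSO and 100% = wells without cells with DMSO; values of inactives mirror those of a sister screen read the other way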
Target sequence (P35372 whole entry, looked up): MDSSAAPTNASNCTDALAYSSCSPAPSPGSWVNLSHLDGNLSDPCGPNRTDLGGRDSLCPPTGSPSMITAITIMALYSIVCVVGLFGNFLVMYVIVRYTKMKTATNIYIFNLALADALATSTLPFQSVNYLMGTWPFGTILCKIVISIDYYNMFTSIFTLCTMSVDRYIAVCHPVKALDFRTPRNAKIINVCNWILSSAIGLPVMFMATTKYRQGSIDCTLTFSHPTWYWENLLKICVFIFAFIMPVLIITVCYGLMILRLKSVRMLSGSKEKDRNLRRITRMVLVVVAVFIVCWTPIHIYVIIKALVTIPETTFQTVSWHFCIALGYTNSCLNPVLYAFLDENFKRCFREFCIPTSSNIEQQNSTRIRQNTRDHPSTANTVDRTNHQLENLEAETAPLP
Target sequence (P41143 whole entry, looked up): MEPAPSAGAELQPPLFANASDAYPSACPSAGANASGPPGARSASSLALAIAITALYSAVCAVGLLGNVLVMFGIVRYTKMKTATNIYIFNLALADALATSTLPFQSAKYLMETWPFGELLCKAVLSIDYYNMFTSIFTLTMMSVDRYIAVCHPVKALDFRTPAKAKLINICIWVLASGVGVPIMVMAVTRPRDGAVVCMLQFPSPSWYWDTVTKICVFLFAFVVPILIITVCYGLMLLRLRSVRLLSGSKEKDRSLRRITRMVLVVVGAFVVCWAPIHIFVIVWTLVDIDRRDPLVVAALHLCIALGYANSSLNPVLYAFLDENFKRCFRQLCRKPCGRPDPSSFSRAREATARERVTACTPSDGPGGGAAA
Arr AP2 block: inhibitors of beta-arrestin/AP2 binding, primary screen, biochemical, GPCR trafficking, flow cytometry; beta-arrestin 1 C-terminal peptide binding to AP2 beta2-adaptin appendage (human); FITC-arrestin peptide / GST-AP2 beads; AP2 beta2 appendage carries R879A mutation; inhibition, % at 10 µM; 340,000 compounds, 0.31% hits;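 active means inhibition above a set limit, near 3 SD of compounds lacking own fluorescence, cut at about 54% in these data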;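 further: plate controls were DMSO wells for no effect and 5 µM unlabelled arrestin peptide for full effect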
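Assay system: GST-AP2 R879A bound to glutathione beads, E. coli-expressed; Medium: PBS with 0.05% Tween 20 and 0.1% BSA; Also added: fluorescein-tagged arrestin peptide at 50 nM final; Timing: 12 min plus 1 h, RT; Measured by: flow cytometry, FL1 (488/535 nm); Evaluation: percent drop in bead-associated FITC signal.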
Ecoli viability: E. coli V3065 growth inhibition, primary screen, counter-screen for AddAB inhibitor project, absorbance, OD600; 18 h; 330,000 compounds, 0.27% hits; AID 449728, 2010; inhibition, % at 11.9 µM;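 active means inhibition above the campaign's mean inhibition across all tested compounds plus 3 SD, cut at about 9.9% in these data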;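 further: uninfected addAB+ strain grown without phage in ampicillin broth; 0% = DMSO wells and 100% = ciprofloxacin 0.95 µg/ml wells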
AddAB inh: growth inhibition of E. coli expressing H. pylori AddAB, primary screen, AddAB inhibitor project, absorbance; inhibition, % at 11.9 µM; 330,000 compounds, 0.29% hits; AID 435030, 2010; in the data active means inhibition above about 12%;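 further: 0% = vehicle wells of infected cells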
OPRM1-OPRD1 ag: agonists of OPRM1-OPRD1 heterodimerization, primary screen, cell-based, luminescence | cells | activation, % at 9.3 µM | 340,000 compounds, 0.3% hits | Mu-type opioid receptor (Homo sapiens) + Delta-type opioid receptor (Homo sapiens), … | AID 504326, 2011; in the data active means activation above about 18%;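 further: 0% = vehicle-treated cells and 100% = reference agonist; values of inactives mirror those of a sister screen read the other way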
PfHsp90 set2: growth inhibition of PfHsp90-expressing yeast, primary screen, antimalarial PfHsp90 inhibitor project, S. cerevisiae, BacTiter-Glo luminescence, single point, set 2. inhibition, % at 9.4 µM. AID 504621, 2011. 310,000 compounds, 0.32% hits. BacTiter-Glo ATP, 48 h; yeast lacking PDR1 and PDR3 efflux regulators;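 active means every replicate shows inhibition above about 80%, whatever the replicate mean, limit read from the data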;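 further: 0% = DMSO neutral controls and 100% = 20 µM radicicol positive controls; yeast relying on Plasmodium falciparum Hsp90 in place of its own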
SUMO Mot1 rescue: yeast Mot1-301 growth rescue at high temperature, primary screen, SUMOylation pathway inhibitor project, S. cerevisiae, ATP luminescence, 38.5C; 320,000 compounds, 1% hits; growth rescue, % at 18.8 µM; S. cerevisiae Mot1-301 growth rescue; percent above DMSO median, 100 means doubled;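 active means every valid replicate shows activation above 250% relative to neutral control wells; inactive means the rest, any valid replicate at or below 250%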;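 further: OY570 slx delta 5 strain wells were the positive control but not used for scaling; some compounds called inactive have numbers as strong as hits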
PKA-R1A activ: activators of PKA-R1A holoenzyme, primary screen, biochemical, fluorescence polarization, Cy5-IP20, bovine R1A, mouse PKAc; cAMP-dependent protein kinase type I-alpha regulatory subunit (Bos taurus) + …; PKA-R1A dissociation; scaled: DMSO 0%, 113 µM cGMP 100%; activation, % at 11.4 µM; 340,000 compounds, 0.083% hits; AID 504707, 2011;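 active means percent activation above the mean of all tested compounds plus 3 SD, cut at about 19% in these data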;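 further: higher means more PKAc released from R1A so a rise in polarization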
DSG3 Ab inh: inhibitors of pemphigus antibody binding to DSG3, primary screen, biochemical, bead-based, flow cytometry, scFv-GFP. DSG3-coupled beads, scFv-anti-DSG3-GFP binding; active compounds read low. binding (percent of control), % at 10 µM. 310,000 compounds, 0.48% hits. AID 588358, 2011. Desmoglein-3 (Homo sapiens), P32926;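 active means binding more than 3 SD below its plate's average and above zero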;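 further: hits lower antibody fragment binding to DSG3; some compounds called inactive have numbers as strong as hits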
phage Ecoli inh: growth loss of phage-infected E. coli, primary screen, RecBCD inhibitor project, absorbance, with phage, HTS; inhibition, % at 11.9 µM; 360,000 compounds, 0.26% hits; in the data active means inhibition above about 11%
Starred values were filed as active, the others as inactive; . = no result given.

SMILES | Tat export inh | OPRM1-OPRD1 inv | Arr AP2 block | Ecoli viability | AddAB inh | OPRM1-OPRD1 ag | PfHsp90 set2 | SUMO Mot1 rescue | PKA-R1A activ | DSG3 Ab inh | phage Ecoli inh
COc1ccc([C@H]2CC(=O)C=C(c3cccc(C(C)C)c3)C2)cc1OC | 19.6 | -77.7 | -5.0 | 2.4 | 2.0 | 13.4 | -13.1 | -3.7 | -6.7 | 102.2 | 2.3
CC1=Nc2ccccc2N=C(NC(=O)/C=C/C(=O)O)C1c1ccccc1 (centres undefined) | -4.3 | 0.7 | -4.8 | 0.8 | 0.7 | -0.1 | 17.4 | 5.5 | -2.9 | 101.4 | 1.3
CCOc1ccc(CCNC(=O)COC(=O)COc2cc(C)cc(C)c2)cc1OCC | 8.0 | 11.0 | -3.0 | -1.6 | -1.0 | -2.3 | -11.9 | -13.8 | -8.5 | 101.9 | 3.7
CCOC(=O)c1cccc(NC(=O)c2cnc3ccccc3n2)c1 | 14.0 | -0.9 | 0.2 | -0.4 | 4.1 | 0.2 | -3.1 | 1.8 | -0.6 | 114.3 | 1.9
COC(=O)c1sccc1S(=O)(=O)Nc1ccc(S(N)(=O)=O)cc1 | -3.2 | 1.5 | -15.2 | -3.2 | -3.1 | -0.3 | -13.6 | 3.3 | 9.1 | . | 2.5
COc1ccc(CN2CCN(Cc3ccccc3)C(CCO)C2)cc1OC (centres undefined) | -6.9 | -5.8 | -1.0 | -2.8 | 0.2 | 0.8 | -14.3 | -5.2 | 7.4 | 98.4 | 3.7
N#Cc1cc2c(nc1SCC(=O)Nc1sc3c(c1C#N)CCC3)CCCC2 | 6.4 | 14.1 | 22.7 | -1.9 | -2.7 | -2.4 | 1.0 | -10.7 | -3.6 | 96.0 | 1.8
CCN(CC(=O)Nc1cc(Cl)ccc1C)C(=O)C1CCCCC1 | -7.6 | 7.0 | -36.2 | -1.4 | 1.1 | -1.4 | . | -5.6 | -3.1 | 115.6 | 2.7
Cc1cccc(NC(=O)CCSc2nc(C)cc(C)n2)c1 | -4.2 | 1.7 | 1.3 | 2.2 | -0.2 | -0.3 | 14.3 | -10.7 | -0.5 | 105.1 | 0.9
CCCCn1c(SCC(=O)Nc2cc(C(F)(F)F)cc(C(F)(F)F)c2)nnc1C(CC)N(C)C (centres undefined) | 13.3 | -13.9 | 7.0 | 1.6 | 5.1 | 2.6 | 10.2 | -0.9 | -16.8 | 115.7 | 1.7
CCOc1cccc2sc(Nc3nc4ccc(NC(C)=O)cc4s3)nc12 | -3.7 | 11.0 | 4.2 | -2.6 | 0.2 | -2.2 | 4.5 | -7.2 | -0.1 | 98.0 | 0.3
CN(C(=O)c1cccc(NC(=O)Cc2ccc(NC(=O)C3CCCN(C(=O)CCc4ccccc4)C3)cc2)c1)C1CCC1 (centres undefined) | 0.6 | -19.9 | 27.5 | . | . | 4.3 | -3.6 | . | 2.8 | 102.8 | 3.0
CC(C)N1CCN(Cc2ccc(C#CC(C)(C)O)s2)CC1CCO (centres undefined) | -14.4 | -5.9 | 6.9 | 0.5 | 4.8 | 1.2 | 6.6 | -3.8 | 0.5 | 100.9 | 5.2
Cc1ccccc1-c1nc(CS(=O)(=O)CC(=O)NCc2ccc(F)cc2)c(C)o1 | -5.0 | -1.5 | -6.1 | -1.6 | -2.9 | 0.2 | 24.3 | -13.5 | -10.0 | 100.4 | 1.8
O=C(NCCN1CCOCC1)c1cn(CCc2ccccc2)nn1 | -3.7 | 15.8 | -15.3 | 0.5 | 2.2 | -2.8 | 21.7 | -13.5 | -5.7 | 93.9 | 1.1
O=C(O)CN1C(=O)c2ccc(Oc3ccc4c(c3)C(=O)N(CC(=O)O)C4=O)cc2C1=O | -2.8 | 14.8 | 3.1 | -0.1 | -0.1 | -2.8 | 1.9 | -0.1 | -12.2 | 106.6 | -0.6
Cc1cc(C(=O)Nc2ccc3c(c2)OCCO3)co1 | 3.7 | 12.1 | -9.6 | 1.4 | 1.3 | -2.1 | 14.0 | -3.3 | 9.7 | 103.2 | -0.8
O=C(O)c1ccccc1Nc1ccc(OC(F)F)cc1 | 1.6 | 13.8 | -22.8 | -0.1 | -1.4 | -3.0 | 18.1 | 34.9 | 1.4 | 108.6 | 4.2
c1ccc(-c2ccc(OCCOCCn3cncn3)cc2)cc1 | 2.8 | 2.0 | -0.1 | -0.2 | -1.7 | -0.3 | 6.4 | 3.9 | 5.9 | 94.6 | -0.9
CCOc1ccc(CN(C)C(=O)CNC(=O)c2ccc3ccccc3c2)cc1OC | -6.4 | 5.8 | 35.4 | -2.5 | 2.1 | -1.0 | 1.0 | 6.9 | -6.5 | 91.4 | 1.1
O=C(CCC(=O)N1CCN(c2ccc(F)cc2)CC1)c1ccccc1 | -7.1 | 7.8 | -0.2 | -0.9 | 2.7 | -1.6 | -11.7 | 0.1 | -9.4 | 94.6 | 1.3
COc1cccc(-c2ocnc2C(=O)Nc2ccc3c(c2)CCC3)c1 | -9.8 | 0.4 | -3.3 | -3.6 | 2.2 | -0.1 | 14.9 | 430.3* | 6.9 | 101.6 | 1.8
CC(NC(=O)c1cc2c(cc1Cl)N1CCCCCC1=NS2(=O)=O)c1ccc(S(N)(=O)=O)cc1 (centres undefined) | 1.9 | 10.6 | 14.8 | -1.1 | 1.0 | -1.7 | . | 37.1 | 3.8 | 100.3 | 3.5
CCCN(CC(=O)Nc1ccccc1OC)C(=O)CCC(=O)c1ccc(F)cc1 | -7.0 | -0.6 | 4.4 | 2.4 | 5.2 | 0.1 | . | 4.0 | 3.0 | 124.5 | -1.2
Cc1ccc(CNC(=O)CN(C(=O)C2(C)CC(=O)N=C3C=CC=CN32)c2ccccc2F)cc1 (centres undefined) | -7.5 | -0.7 | -2.6 | 0.9 | 4.9 | 0.1 | 18.3 | 29.6 | 8.8 | 110.4 | 0.3
O=C(NCc1nnc(SCC(=O)N2CCCC2)o1)c1c(F)cccc1Cl | 2.2 | 11.2 | -0.1 | -0.8 | 0.2 | -2.1 | -18.3 | -12.8 | -2.9 | 98.4 | 1.9
COc1ccc(NC(=O)Nc2cccs2)cn1 | -19.2 | 2.2 | -4.9 | . | . | -0.5 | -28.6 | 6.8 | 4.8 | 102.2 | 2.2
COc1ccc(N2C(=O)CCC(C(=O)NCc3ccccn3)C2c2ccc(F)cc2)cc1 (centres undefined) | -2.4 | 17.6 | 14.3 | 2.4 | 3.8 | -2.8 | 10.9 | -6.1 | 8.8 | . | 2.0
C[C@@H](NC(=O)c1ncn(Cc2ccccc2)c1C(=O)N[C@H](C)c1ccccc1)c1ccccc1 | -3.4 | -5.7 | 3.4 | 0.0 | 2.1 | 1.0 | -5.8 | 2.8 | -4.9 | 98.6 | 3.4
COC(=O)c1ccc(NC(=O)c2cccc(Cl)c2)o1 | -3.7 | 5.2 | 7.6 | 0.1 | 2.3 | -1.1 | 8.7 | . | 4.9 | 102.8 | 3.9
CCCCNS(=O)(=O)NC(=O)C1=C(N2CCCC2)COC1=O | -7.7 | 10.1 | 18.5 | -2.0 | 0.3 | -1.7 | -4.0 | 28.2 | 1.5 | 103.9 | 2.1
COc1ccccc1Cn1c(=S)[nH]c2cc(C(=O)NCC3CCCO3)ccc2c1=O (centres undefined) | -12.7 | 9.3 | -7.0 | 2.8 | -0.3 | -1.8 | . | -0.4 | -1.5 | 125.2 | 3.5
CCNC(=S)NNC(=O)CCn1c2ccccc2c2ccccc21 | 1.8 | 17.4 | -6.8 | 1.8 | 0.7 | -3.0 | -46.1 | -6.7 | 3.4 | 107.0 | 3.2
O=C1C2CCCCN2C(=O)N1CCCCN1CCN(c2ccc(F)cc2)CC1 (centres undefined) | -2.2 | 13.3 | 10.0 | -0.7 | -0.7 | -2.9 | -1.6 | 19.7 | -7.0 | 96.0 | -1.0
O=C(Oc1cccc(-n2cnnn2)c1)c1ccccc1 | 7.3 | 2.6 | -0.9 | 0.2 | 4.1 | -0.5 | -6.1 | -12.0 | -7.1 | 98.9 | 1.8
CCNC(=S)NCc1ccc2[nH]c(C)cc2c1 | -0.1 | -15.9 | 4.6 | -0.6 | 0.5 | 2.7 | -15.7 | -8.6 | -0.8 | 106.7 | 2.1
CCCn1c(SCN2C(=O)c3ccccc3C2=O)nc2cc(Cl)ccc2c1=O | 1.9 | 11.4 | -1.9 | -2.9 | -0.3 | -1.8 | 3.6 | -1.9 | -13.4 | 94.4 | 3.0
Cc1nonc1NC(=O)CSc1nnc(-c2ccoc2C)n1CC(C)C | -2.8 | 9.9 | -5.5 | -1.1 | 1.0 | -1.8 | 27.5 | -7.4 | 2.0 | 106.1 | 2.5
COc1cccc(-c2nn(C)c3sc(C(=O)NCc4ccc(C)o4)cc23)c1 | 2.3 | -2.8 | -1.0 | 2.5 | 0.6 | 0.5 | -21.8 | 4.6 | -3.5 | 110.0 | 1.1
COc1ccc(OC)c(NC(=O)COC(=O)CCNc2ccccc2OC)c1 | -1.5 | 7.8 | 2.6 | -0.4 | 1.0 | -1.5 | -1.5 | 7.3 | -0.6 | 146.2 | 2.1
CCCNc1nc(=S)n(-c2ccccc2)c(C)c1C(C)=O | -10.2 | 18.4 | 2.1 | -3.7 | -2.6 | -3.7 | -16.1 | 3.1 | -2.1 | 91.1 | 4.1
Cc1ccc(NC(=O)O/N=C2\CCCCC2c2ccc([N+](=O)[O-])cc2[N+](=O)[O-])cc1 (centres undefined) | 1.6 | -25.3 | 17.4 | -2.2 | 2.9 | 5.1 | . | -7.6 | -8.4 | 98.5 | 4.2

Not a retest: an excerpt of the list.
SMILES | Tat export inh | OPRM1-OPRD1 inv | Arr AP2 block | Ecoli viability | AddAB inh | OPRM1-OPRD1 ag | PfHsp90 set2 | SUMO Mot1 rescue | PKA-R1A activ | DSG3 Ab inh | phage Ecoli inh
O=C(Oc1cccc(-n2cnnn2)c1)c1ccccc1 | 7.3 | 2.6 | -0.9 | 0.2 | 4.1 | -0.5 | -6.1 | -12.0 | -7.1 | 98.9 | 1.8
CCNC(=S)NCc1ccc2[nH]c(C)cc2c1 | -0.1 | -15.9 | 4.6 | -0.6 | 0.5 | 2.7 | -15.7 | -8.6 | -0.8 | 106.7 | 2.1
